Screening data from PubChem BioAssay.
LEDGF integ inh = blockers of LEDGF/p75-dependent integrase strand transfer – biochemical, TR-FRET, high throughput, primary screen; HIV-1 integrase (with human LEDGF/p75); TR-FRET IN-LEDGF/p75 DNA integration, Eu/Cy5; inhibition, % at 3.7 µM; 370,000 tested, 0.64% active; AID 743269, 2014;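 active means inhibition above the screen-wide mean plus 3 SD, cut at about 13% in these data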;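 further: signal is the Cy5 over europium emission ratio at 671 and 618 nm; 0% = plate median of compound wells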
Tn7 DDE FP = inhibitors of Tn7 peptide binding to fibrin DD(E), primary screen, biochemical, fluorescence polarization, human fibrin, Tn7 probe. inhibition, % at 8.3 µM. 370,000 tested, 0.13% active. Fibrinogen beta chain (Homo sapiens), P02675. FP displacement of FITC-Tn7 peptide from fibrin DD(E); 0% = median of compound wells per plate. AID 720508, 2013;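 active means inhibition above the mean of compounds falling within the control limits plus 3 SD of them, cut at about 14% in these data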;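 further: 0% = plate median of compound wells and 100% = 10 µM Aha-Tn7 peptide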
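system = human fibrin DD(E) protein | quantity = DD(E) 2 µM final | medium = Tris/NaCl/CaCl2 buffer, pH 7.8 | also added = labelled Tn7 tracer, 0.1 µM | compound dosing = single point at 8.3 µM | timing = compound with protein 10 min, then 3 h after probe, room temperature | signal = FP measurement | benchmarks = Aha-Tn7 high control | repeats = one replicate per compound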
UHRF1 MBD2 ctr = UHRF1 methylated DNA binding inhibitors, primary screen, counter-screen for MBD2 inhibitor project, biochemical, TR-FRET, human UHRF1, single concentration; 370,000 tested, 0.75% active; UHRF1 binding to methylated oligo; inhibition, % at 4.4 µM; AID 687016, 2013; E3 ubiquitin-protein ligase UHRF1 (Homo sapiens), Q96T88; in the data active means inhibition above about 21%;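 further: UHRF1 SRA domain binding a hemimethylated CpG hairpin DNA probe; 0% = median of test compound wells and 100% = reference inhibitor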
Target sequence (Q96T88 whole entry, looked up, the tested form may be a part): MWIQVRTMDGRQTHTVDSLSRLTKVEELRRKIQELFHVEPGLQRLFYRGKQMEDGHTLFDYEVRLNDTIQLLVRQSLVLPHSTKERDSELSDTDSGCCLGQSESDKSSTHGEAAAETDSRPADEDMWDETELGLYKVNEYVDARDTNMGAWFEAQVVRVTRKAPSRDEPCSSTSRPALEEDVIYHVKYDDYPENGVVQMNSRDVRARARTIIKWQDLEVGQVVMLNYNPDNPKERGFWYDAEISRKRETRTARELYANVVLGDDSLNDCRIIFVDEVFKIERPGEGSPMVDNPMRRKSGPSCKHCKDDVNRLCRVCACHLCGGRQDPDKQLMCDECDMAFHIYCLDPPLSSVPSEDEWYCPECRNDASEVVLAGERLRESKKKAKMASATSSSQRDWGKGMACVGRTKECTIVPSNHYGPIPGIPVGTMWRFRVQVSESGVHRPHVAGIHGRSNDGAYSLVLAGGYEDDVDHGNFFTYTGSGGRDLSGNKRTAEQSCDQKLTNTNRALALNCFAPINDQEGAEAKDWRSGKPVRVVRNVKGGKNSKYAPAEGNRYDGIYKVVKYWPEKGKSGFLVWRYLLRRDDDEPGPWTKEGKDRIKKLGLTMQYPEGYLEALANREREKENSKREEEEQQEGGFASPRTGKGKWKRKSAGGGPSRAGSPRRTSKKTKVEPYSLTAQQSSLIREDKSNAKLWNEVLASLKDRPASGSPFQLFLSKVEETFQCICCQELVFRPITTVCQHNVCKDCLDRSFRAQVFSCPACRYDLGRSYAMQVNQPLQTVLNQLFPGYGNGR
proKLK7 act = proKLK7 zymogen activators, primary screen, biochemical, fluorescence intensity; Kallikrein-7 (Homo sapiens), P49862; purified proKLK7, EDANS-DABCYL substrate fluorescence; 100% is mature enzyme control, 0% vehicle; activation, % at 7 µM; 370,000 tested, 0.9% active;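 active means activation above the mean of all tested compounds plus 3 SD, computed per campaign excluding outliers beyond control limits, cut at about 13% in these data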
Target sequence (P49862 whole entry, looked up): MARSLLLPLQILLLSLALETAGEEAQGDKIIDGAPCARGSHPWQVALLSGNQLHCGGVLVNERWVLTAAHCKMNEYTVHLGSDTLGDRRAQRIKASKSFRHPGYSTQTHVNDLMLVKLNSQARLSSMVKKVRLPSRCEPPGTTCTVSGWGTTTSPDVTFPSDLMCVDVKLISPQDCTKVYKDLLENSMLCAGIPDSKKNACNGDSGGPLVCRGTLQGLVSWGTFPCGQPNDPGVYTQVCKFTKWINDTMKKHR
MBD2 DNA inh = inhibitors of MBD2 binding to methylated DNA, primary screen, biochemical, TR-FRET, DNA-binding domain, human; MBD2 binding to methylated oligonucleotide; Methyl-CpG-binding domain protein 2 (Homo sapiens), Q9UBB5; inhibition, % at 4.4 µM; 370,000 tested, 0.31% active; AID 686964, 2013; in the data active means inhibition above about 13%
SIAE inh = human SIAE inhibitors, primary screen, biochemical, fluorescence polarization, FP-Rh probe, 1536-well HTS; inhibition, % at 9.66 µM; AID 1053197, 2014; SIAE FP-Rh probe binding; 370,000 tested, 0.69% active; Sialate O-acetylesterase (Homo sapiens), Q9HAT2;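 active means inhibition above a cutoff: mean of compounds within the control limits plus 3 SD of those, cut at about 17% in these data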;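 further: 0% = plate median of compound wells and 100% = probe without SIAE protein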
TDP2 inh = human TDP2 enzyme inhibitors, primary screen, biochemical, epi absorbance, recombinant enzyme; inhibition, % at 12.8 µM; T5PNP hydrolysis, p-nitrophenol absorbance 415 nm; AID 720702, 2013; 370,000 tested, 0.34% active; Tyrosyl-DNA phosphodiesterase 2 (Homo sapiens), O95551;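 active means inhibition above the mean of all tested compounds plus 3 SD, set per campaign, cut at about 25% in these data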;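 further: 0% = DMSO with enzyme and 100% = buffer with substrate but no TDP2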
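Evaluation: % inhibition relative to enzyme-containing and enzyme-free wells. Material: recombinant human TDP2. Benchmarks: enzyme-free and DMSO wells. Timing: enzyme reaction with compound for 2 h at 37 °C. Compound dosing: 12.8 µM only. Measured by: p-Nitrophenol epi absorbance. Reagent: T5PNP substrate at 5 mM, a TopII-DNA adduct mimic. Replication: single well per compound.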
PRMT1 FP inh = PRMT1 methyltransferase inhibitors, primary screen, biochemical, fluorescence polarization; Protein arginine N-methyltransferase 1 (Homo sapiens), Q99873; recombinant PRMT1, activity-based probe fluorescence polarization; inhibition, % at 2.79 µM; 370,000 tested, 1.3% active; AID 652257, 2013;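 active means inhibition above about 21% made by adding two undisclosed values, limit read from the data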
Tn6 DDE FP = inhibitors of Tn6 peptide binding to fibrin DD(E), primary screen, biochemical, fluorescence polarization, human fibrin, Tn6 probe. Fibrinogen beta chain (Homo sapiens), P02675. Fibrin DD(E) TRITC-Tn6 fluorescence polarization displacement. inhibition, % at 8.3 µM. AID 720509, 2013. 370,000 tested, 0.21% active;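 active means inhibition above a per-campaign cutoff: mean of compounds within control limits plus 3 SD, cut at about 15% in these data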;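 further: 0% = median of all compound wells on the plate and 100% = blocking peptide control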
TCR-CD3 inh = inhibitors of human TCR-CD3 interaction, primary screen, biochemical, fluorescence, TAMRA-labeled TCR probe; T-cell receptor (TCR); inhibition, % at 9.4 µM; 360,000 tested, 0.37% active; in the data active means inhibition above about 19%;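 further: recombinant mutant TCR 2C K166C tagged with TAMRA read by polarization; 0% = receptor in buffer alone and 100% = receptor with positive control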
* = called active by the depositor.

SMILES | LEDGF integ inh | Tn7 DDE FP | UHRF1 MBD2 ctr | proKLK7 act | MBD2 DNA inh | SIAE inh | TDP2 inh | PRMT1 FP inh | Tn6 DDE FP | TCR-CD3 inh
CCOC(=O)c1cc(C(=O)OCC)c2cc(Br)ccc2n1 | -2.1 | 0.3 | -3.8 | 0.0 | -1.4 | 0.7 | -8.9 | -5.2 | -0.3 | 8.6
O=C(CCCNS(=O)(=O)c1cccc2nsnc12)NCCc1ccccc1 | 0.6 | -1.4 | 0.0 | -0.3 | 1.5 | -6.6 | 3.7 | 0.5 | 1.5 | 1.9
CCNC(=O)C1CCCN(Cc2ccc(C(=O)OCC)cc2)CC1 (stereo not given) | -0.4 | -9.6 | -2.8 | 0.1 | 3.5 | -2.6 | -0.8 | -0.2 | 2.4 | 0.0
O=C(CCCN1C(=O)C(c2ccccc2)Oc2cccnc21)Nc1ccccc1Br (stereo not given) | -1.5 | -0.5 | -0.1 | -0.4 | 0.4 | -4.4 | -9.4 | -2.7 | 3.4 | -2.6
O=C(CSc1nnc(NC(=O)c2c(F)cccc2F)s1)Nc1ccccc1F | -1.6 | 3.2 | 1.2 | -0.7 | 6.7 | -2.2 | -4.8 | 3.1 | -7.1 | -0.2
COc1ccccc1-c1cn(S(=O)(=O)c2ccc(F)cc2)nc1N | 1.6 | -1.9 | -2.0 | 0.6 | -4.2 | 7.7 | -3.1 | -0.8 | 4.0 | 4.7
CCCNC(=O)CN1C(=O)NC(Cc2c[nH]c3ccccc23)C1=O (stereo not given) | -2.5 | 2.8 | -3.1 | -0.1 | -6.0 | -0.2 | 2.3 | -0.4 | 9.3 | -7.1
COc1ccc(C2SCC(C(=O)NCc3ccc(F)cc3)N2C(C)=O)cc1 (stereo not given) | -1.6 | 1.8 | 1.5 | 0.7 | 3.2 | -3.3 | -4.7 | 4.8 | 5.9 | 3.2
Cc1c(C(=O)N2CCCCCC2(C)C(=O)NCC(C)C)oc2ccccc12 (stereo not given) | -2.0 | 8.6 | 2.9 | -0.5 | -1.2 | 1.9 | 3.0 | -1.5 | -8.7 | -8.2
C#CCOCCOCCOCCNc1nc(N2CCN(C(=O)[C@H](CCCCN)n3cc([C@@H](N)[C@H](C)CC)nn3)CC2)nc(N2CCN(C(=O)[C@H](CCC(=O)O)n3cc([C@@H](N)CCSC)nn3)CC2)n1 | 1.4 | 3.6 | 0.0 | -0.1 | 4.1 | 0.3 | 9.8 | -3.9 | 6.2 | 7.1
O=C(COc1coc(CN2CCN(Cc3ccccc3)CC2)cc1=O)Nc1ccccc1 | 3.5 | 3.2 | -1.5 | 0.0 | -0.3 | 0.4 | -5.7 | 0.3 | -0.4 | 2.3
CCc1ccc2[nH]c(=O)c(CN(CC3CCCO3)C(=S)NCc3ccco3)cc2c1 (stereo not given) | 1.7 | -4.4 | -2.4 | -0.1 | 2.5 | -9.8 | -11.8 | -5.1 | -9.6 | 4.8
CCc1ccc(OCC(=O)Nc2ccc(N3CCN(S(C)(=O)=O)CC3)cc2)cc1 | -3.2 | 3.9 | 5.2 | -0.6 | -3.8 | -3.8 | -7.3 | -3.0 | -0.5 | 9.2
O=C(CN1CCN(C(=O)c2ccccc2)CC1)Nc1ccc(Cl)cc1F | -0.6 | -3.4 | 1.4 | 0.6 | -2.2 | 1.7 | -0.1 | -0.2 | -4.6 | 2.3
Cc1ccc(-c2nc3ccccc3o2)cc1NC(=O)Cc1cccs1 | -0.6 | 0.5 | 2.1 | -0.8 | -3.4 | -3.3 | -7.7 | -2.8 | -0.5 | 5.5
O=C(NCc1ccccc1)c1nnc(CS(=O)(=O)c2ccccc2)o1 | 0.3 | -3.3 | -0.8 | 0.6 | -1.6 | 0.7 | 6.5 | 5.0 | 1.2 | -10.6
CN(C)c1ccc(C(=O)Nc2cccc(S(=O)(=O)N3CCCC3)c2)cc1 | -4.5 | 3.0 | -1.3 | 0.4 | 2.5 | 8.8 | 3.3 | 0.3 | 4.9 | 2.2
Cc1cc(C)nc(NC(=O)c2cc3ccccc3o2)n1 | 0.2 | 5.6 | 4.5 | 0.3 | -7.4 | 1.7 | 10.4 | -2.8 | 8.4 | 2.3
CSc1ncc(C(=O)Nc2cccnc2)c(C(F)(F)F)n1 | -0.9 | -4.2 | -0.7 | 0.5 | -5.4 | 3.3 | -9.2 | -5.4 | -0.1 | -3.2
CCOc1nc(-c2ccc(OC)cc2)ccc1-c1noc(C)n1 | 4.4 | -4.9 | -2.0 | -2.1 | 0.9 | -11.3 | -8.6 | -25.7 | 0.9 | -0.3
O=C(NCCc1nc2ccccc2[nH]1)/C(=C/c1ccc2c(c1)OCO2)NC(=O)c1ccccc1 | 1.2 | -5.7 | 1.2 | -0.3 | 2.6 | 0.5 | -0.9 | -1.1 | 4.3 | 4.1
Cc1ccc(-c2sc(-c3cccnc3)nc2CC(=O)O)cc1 | 10.4 | 0.6 | 2.1 | 0.7 | -1.3 | -2.4 | -13.0 | 1.6 | 0.7 | -0.7
CCN(CC)S(=O)(=O)c1ccc(N2CCCC2)c(NC(=O)c2ccccc2OC)c1 | 1.1 | -3.5 | -0.9 | 0.2 | 0.5 | -4.7 | 9.9 | 1.2 | -2.0 | -1.1
O=C(Nc1cc(C(F)(F)F)ccc1N1CCOCC1)c1cncc(Br)c1 | -0.7 | 0.8 | 2.0 | -0.2 | -0.4 | -1.5 | -8.8 | 2.3 | 11.7 | -0.8
CCCc1cc2c(=O)n(NC(=O)c3nn(C)cc3[N+](=O)[O-])c(C)nc2s1 | 1.8 | -3.2 | 1.0 | 0.7 | -3.9 | 0.3 | -0.6 | 0.4 | -7.8 | -0.9
COc1ccccc1NC(=O)C12CCC(C)(C(=O)C1)C2(C)C (stereo not given) | -0.5 | 6.0 | 1.8 | 0.0 | 1.6 | -4.1 | 2.7 | 3.9 | -2.7 | -4.2
CC(=O)Nc1cccc(NC(=O)CSc2nc(=O)n(Cc3ccncc3)c3c2CCC3)c1 | 4.3 | 0.9 | -1.8 | 0.0 | 1.4 | -8.2 | -4.7 | -1.9 | -0.2 | -1.0
O=C(NCc1ccccc1Cl)c1csc(COCCO)n1 | 0.8 | 1.8 | -1.3 | -0.7 | 1.4 | 0.3 | -2.3 | -1.4 | -3.1 | -2.6
Cc1occc1C(=O)NCc1ccccn1 | 1.7 | 1.2 | -0.7 | -0.7 | 3.5 | 5.3 | 2.7 | 3.0 | 4.0 | -5.6
C[C@@H]1CN([C@@H](C)CO)C(=O)c2cccc(NC(=O)c3ccncc3)c2O[C@@H]1CN(C)Cc1ccc(-c2ccccc2)cc1 | 0.1 | -1.6 | 0.4 | 0.0 | -0.3 | 3.2 | -12.1 | 2.9 | -0.5 | 1.4
Cc1cc(C)n2nc(SCCOc3ccccc3F)nc2n1 | 1.4 | -3.2 | 0.8 | -0.3 | -0.1 | -8.9 | 6.6 | -0.7 | 0.2 | -3.7
Cc1cc(Br)cc2cn[nH]c12 | 0.4 | -4.5 | -1.5 | 0.5 | 4.8 | 3.7 | 5.2 | -0.1 | 3.9 | 12.2
O=C1CSC(c2ccc(Cl)cc2Cl)N1c1ccccn1 (stereo not given) | -5.5 | 0.2 | -3.8 | 0.3 | -6.6 | 0.1 | 0.2 | -1.7 | 3.0 | 5.3
OCC1OC2C(NC(=S)N2c2ccccc2)C(O)C1O (stereo not given) | 1.9 | 6.4 | 0.6 | -0.1 | 3.4 | 8.3 | -5.4 | -3.5 | 3.0 | 0.7
O=C(c1cc(-c2ccccc2)on1)N1CCCCCC1 | -3.3 | 1.8 | 0.0 | 0.6 | -1.1 | -3.1 | -4.7 | 2.9 | 1.2 | -3.3
CCOC(=O)N/N=C/c1ccccc1F | -0.9 | -0.6 | -2.7 | -0.9 | -2.0 | -1.2 | -3.1 | -0.5 | -1.7 | 2.7
C=CC[C@H](CC(=O)N(CCO)Cc1ccccc1)C(=O)N[C@H](COC(=O)[C@H](CC=C)CC(=O)OC(C)(C)C)Cc1ccccc1 | -1.3 | 9.8 | -0.5 | -0.1 | 2.6 | -4.2 | -13.4 | -0.2 | -2.9 | 3.1
O=C(NCCc1nnc2ccc(N3CCCCCC3)nn12)c1ccccc1F | -0.7 | -1.7 | 0.6 | -0.5 | -2.6 | 4.4 | -10.7 | -2.1 | 2.8 | -1.7
CCOCCCNC(=O)c1cc(Sc2ccc(C)cc2)nc2ccccc12 | 0.0 | 2.4 | -0.1 | -1.1 | 2.4 | -4.4 | 2.5 | 0.4 | -3.6 | -9.1
N#Cc1ccccc1COC(=O)c1cccc(S(=O)(=O)N2CCCC2)c1 | 0.5 | -0.9 | -2.8 | 0.1 | 2.6 | -0.3 | 6.0 | -1.3 | -2.3 | 5.9
CCC(NC(=O)Nc1cc(C)on1)(C(F)(F)F)C(F)(F)F | -2.0 | -2.3 | 0.5 | 0.7 | -1.0 | 0.0 | 5.1 | 1.0 | -9.2 | 10.2
Cc1ccc(-c2nc(CN(C)C3CCOCC3)c(C)o2)s1 | 4.0 | -8.8 | -0.1 | -0.2 | -4.0 | -6.0 | -4.6 | -5.0 | -1.5 | -4.1
Cc1oc(-c2ccccc2F)nc1CS(=O)CC(=O)NCc1ccc2c(c1)OCO2 (stereo not given) | -5.4 | 4.3 | 1.3 | 0.4 | 0.9 | 3.2 | 0.4 | 4.2 | -3.0 | 1.2
COc1cc(C=Nc2cccc([N+](=O)[O-])c2C)ccc1OC(C)=O | -4.1 | 1.7 | -0.7 | 0.6 | -1.7 | -0.3 | -3.7 | -3.2 | -6.0 | 5.1
